Screening results as filed in PubChem BioAssay.
FBW7 act: human FBW7 E3 ligase activation, primary screen; AlphaScreen FBW7–phospho-cyclin E peptide binding, activator screen; normalized activity (activation), % at 26.1 µM; Q969H0; 650,000 tested, 0.13% active; in the data active = normalized activity above about 1.9%;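 also: purified mutant Fbw7 with reduced substrate affinity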
GPR151 ag: human GPR151 activation. PathHunter beta-arrestin GPR151 cells, luminescence. activation, % at 11.2 µM. 650,000 tested, 1% active. AID 1508602; in the data active = activation above about 4.9%;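 also: 0% = median of compound wells and 100% = cells with positive control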
Target sequence (Q8TDV0 whole entry, looked up): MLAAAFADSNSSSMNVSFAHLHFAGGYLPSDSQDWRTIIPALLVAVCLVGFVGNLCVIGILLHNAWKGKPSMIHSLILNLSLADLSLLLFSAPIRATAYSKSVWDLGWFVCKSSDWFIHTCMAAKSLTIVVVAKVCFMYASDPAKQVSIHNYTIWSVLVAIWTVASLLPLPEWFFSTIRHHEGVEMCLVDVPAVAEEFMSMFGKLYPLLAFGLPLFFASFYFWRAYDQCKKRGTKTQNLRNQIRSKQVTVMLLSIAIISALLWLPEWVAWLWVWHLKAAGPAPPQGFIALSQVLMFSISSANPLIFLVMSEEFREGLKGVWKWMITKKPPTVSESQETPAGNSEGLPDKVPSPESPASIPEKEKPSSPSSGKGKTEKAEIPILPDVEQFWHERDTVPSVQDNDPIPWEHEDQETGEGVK
TEAD-YAP inh: TEAD-YAP interaction inhibition. HEK-TIYL cells, TEAD-Gal4/YAP UAS-luciferase luminescence. inhibition, % at 9.12 µM. 640,000 tested, 1.4% active; in the data active = inhibition above about 32%;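 also: 0% = median of test compound wells and 100% = reference inhibitor wells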
MITF inh: human MITF inhibition, primary screen; O75030; AlphaScreen MITF homodimerization, bead proximity signal; inhibition, % at 2.6 µM; 650,000 tested, 0.91% active; AID 1259374; in the data active = inhibition above about 50%;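 also: 0% = vehicle wells with protein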
Target sequence (O75030 whole entry, looked up): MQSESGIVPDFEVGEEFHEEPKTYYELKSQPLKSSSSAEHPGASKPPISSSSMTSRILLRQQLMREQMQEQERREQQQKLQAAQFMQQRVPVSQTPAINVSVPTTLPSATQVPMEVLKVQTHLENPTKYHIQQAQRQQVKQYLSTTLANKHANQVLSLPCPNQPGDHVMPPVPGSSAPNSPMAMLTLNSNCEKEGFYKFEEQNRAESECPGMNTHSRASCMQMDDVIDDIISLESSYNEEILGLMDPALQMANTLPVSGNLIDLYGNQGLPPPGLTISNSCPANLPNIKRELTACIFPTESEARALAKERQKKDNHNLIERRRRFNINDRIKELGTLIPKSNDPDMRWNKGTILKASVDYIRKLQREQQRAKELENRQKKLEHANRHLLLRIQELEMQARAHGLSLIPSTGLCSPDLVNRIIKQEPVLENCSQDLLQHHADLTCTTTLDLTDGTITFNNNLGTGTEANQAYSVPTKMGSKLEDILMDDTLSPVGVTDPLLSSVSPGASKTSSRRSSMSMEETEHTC
Numbers without * were called inactive.

Molecule	FBW7 act	GPR151 ag	TEAD-YAP inh	MITF inh
O=c1c2sc3ccccc3c2n(CCN2CCOCC2)c(=O)n1Cc1ccccn1	-0.1	3.2	2	-3
C/C(=N\NC(=O)c1cccc([N+](=O)[O-])c1C)c1ccc(Cl)cc1	0.3	-0.4	-4	10
S=C(Nc1ccc(Oc2ccccc2)cc1)N(CCCN1CCCCC1)Cc1cccs1	-0.3	2.1	-6	28
O=C(c1ccc2c(=O)n(C3CCCCC3)c(SCc3cccc(Cl)c3)nc2c1)N1CCc2ccccc2C1	0.1	-1.4	-4	11
O=C(N1CCOCC1)N1CCN(S(=O)(=O)c2ccccc2)C1	-0.4	-0.7	-1	4
COc1cc(/C=C2\SC(=Nc3ccc4c(c3)OCO4)N(c3ccc4c(c3)OCO4)C2=O)ccc1O	-0.2	1.4	-3	-25
Cc1ccc2nc(SCc3cn4ccsc4n3)[nH]c2c1	-0.1	1.3	-76	1
C=C(C)Cn1c(SCC(=O)OCCCCC)nc2sc3c(c2c1=O)CC(C)(C)OC3	0.0	0.5	8	-4
COC(=O)C1=C(C)N(Cc2ccc(C)cc2)C(=O)/C1=C\c1ccc([N+](=O)[O-])cc1	0.0	-0.7	-11	-2
Cn1cccc1CC(=O)N/N=C\C=C\c1ccccc1	-0.1	1.1	-4	6
Cc1ccc(C(c2ccc(C)o2)c2ccc(C)o2)o1	0.6	-1.9	4	-5
CCc1ccc(-n2c(C)nc3cc(C(=O)NCc4cccnc4)ccc32)cc1	0.2	-0.6	14	11
CCN1CCN(C(=O)CN(c2ccc(OC)cc2)S(=O)(=O)c2ccc(F)cc2)CC1	0.1	-0.1	6	-6
Cc1ccc(/C=N/NC(=O)CNC(=O)c2ccccc2)o1	0.2	-1.8	-16	20
CC1CCc2c(sc(NC(=O)CN3CCN(C(=O)C(C)(C)C)CC3)c2C(N)=O)C1 (centres undefined)	0.0	0.8	-1	2

Next section
Molecule	FBW7 act	GPR151 ag	TEAD-YAP inh	MITF inh
CC(=O)Nc1ccc(OC(=O)c2ccc(Br)c([N+](=O)[O-])c2)cc1	-0.1	-0.2	3	5
Cc1ccc(Nc2nnc(SCC(=O)NC(=O)NCCC(C)C)s2)cc1	-0.1	0.1	-3	5
COc1ccccc1CNC(=O)c1ccc2c(c1)N(Cc1ccc(F)cc1)C(=O)CS2	-0.2	1.2	6	0
COc1cc2nc(SCC(=O)Nc3ccc(F)cc3)n(Cc3ccco3)c(=O)c2cc1OC	0.0	1.2	3	11
O=C(c1cccc(Cl)c1)N1CCN(Cc2ccccc2)CC1	0.3	-0.4	-3	-12
O=C(Nc1ccccc1[N+](=O)[O-])c1cnccn1	-0.1	-0.1	-2	-19
CCOc1ccc(C(=O)Nc2c3c(nn2C(C)(C)C)CS(=O)C3)cc1OCC (centres undefined)	-0.2	0.3	-4	0
COc1ccc(Nc2nc3ccc(C)cc3n3cnnc23)cc1Cl	0.0	0.1	-6	2
CC(C)n1c(=O)n(CC(=O)NCc2ccccc2)c2cccnc21	0.1	-1.6	-16	11
COc1ccc(C2(C(=O)NC(C)c3nc(-c4ccncc4)n[nH]3)CCCCC2)cc1 (centres undefined)	0.1	-0.3	9	18
O=C(NN1C(=O)C2C3C=CC(C4CC34)C2C1=O)C1CC1(c1ccccc1)c1ccccc1 (centres undefined)	-0.1	0.3	-7	-7
COc1ccc(CC(=O)NNC(=O)COc2ccc(C(C)C)cc2Br)cc1	0.1	0.3	16	9
Cn1cccc1CC(=O)N/N=C/c1ccc(OCc2ccccc2)cc1	-0.1	-2.6	-4	-4
O=C(NCCOc1ccccc1)C(=O)Nc1ccc(Cl)cc1	0.3	0.3	4	13
COc1cc(-c2[nH]nc3c2C2(C(=O)N(CC(=O)O)c4ccccc42)C(C#N)=C(N)O3)cc(OC)c1OC (centres undefined)	-0.1	3.5	11	-7

Full records, looked up by structure. Values in the order: FBW7 act	GPR151 ag	TEAD-YAP inh	MITF inh
`O=C(c1cccc(Cl)c1)N1CCN(Cc2ccccc2)CC1` reads 0.3	-0.4	-3	-12
`COc1ccccc1CNC(=O)c1ccc2c(c1)N(Cc1ccc(F)cc1)C(=O)CS2` reads -0.2	1.2	6	0
`COc1cc(-c2[nH]nc3c2C2(C(=O)N(CC(=O)O)c4ccccc42)C(C#N)=C(N)O3)cc(OC)c1OC` (centres undefined) reads -0.1	3.5	11	-7
`CC(=O)Nc1ccc(OC(=O)c2ccc(Br)c([N+](=O)[O-])c2)cc1` reads -0.1	-0.2	3	5
`Cc1ccc(Nc2nnc(SCC(=O)NC(=O)NCCC(C)C)s2)cc1` reads -0.1	0.1	-3	5

Additional structures follow.
Molecule	FBW7 act	GPR151 ag	TEAD-YAP inh	MITF inh
CC1(C)N=C(c2ccc(F)cc2)C(=O)N1CC(=O)Nc1ccc(F)cc1	0.1	1.0	12	-3
O=C(Nc1c2c(nn1-c1cccc(Cl)c1)CS(=O)(=O)C2)c1c(F)cccc1F	0.7	-0.5	-2	13
COc1c(Cl)cc(Cl)cc1C(=O)NCc1ccco1	0.2	0.4	5	-6
O=C(O)/C=C/c1cccc(-c2cnn3c(NCc4cccs4)ccnc23)c1	-0.5	-0.3	-9	-10
CCC(=O)Nc1sc2c(c1C(=O)Nc1cccc3ccccc13)CCC(C)C2 (centres undefined)	0.0	-0.4	-2	9
COc1ccc(OC)c(CN2CCN(C(=O)c3cccc(Cl)c3)CC2)c1	0.1	-2.4	0	66*
Cc1ccc2nsnc2c1S(=O)(=O)Nc1ccc(Cl)cc1	-0.4	0.0	-8	5
O=c1[nH]c(Sc2c([N+](=O)[O-])cc(Br)c3nsnc23)nc2ccccc12	0.8	0.0	-4	16
CCOC(=O)N1CCN(c2nc(-c3ccc(OC)cc3)no2)CC1	0.2	1.7	-22	11
Cc1ccc(CN2CCN(S(=O)(=O)c3ccc4ccccc4c3)CC2)cc1	0.6	-1.9	-2	7
C=CCCC(=O)Nc1ccc(COC(=O)N2CCOCC2)cc1	-0.1	0.2	3	3
CC1=C(C(=O)OC2CCCCCC2)C(c2ccccc2I)NC(=O)N1C (centres undefined)	-0.2	-0.2	-1	-4
O=C1CCC(CCNCc2cccc(C(F)(F)F)c2)N1Cc1cccnc1 (centres undefined)	0.9	1.2	-10	6
COc1ccc([C@H]2OCC3C2CO[C@@H]3c2ccc(OC)c(OC)c2)cc1OC (some centres undefined)	0.3	1.0	-1	17
C=CCN1C(=O)C(O)(CC(=O)c2ccc(Br)cc2)c2ccccc21 (centres undefined)	0.1	-1.2	7	7

Remaining list, next part
Each structure is followed by: FBW7 act	GPR151 ag	TEAD-YAP inh	MITF inh
- NS(=O)(=O)c1ccc(CCNc2ncnc3c2cnn3-c2ccccc2)cc1
 : 0.0	2.5	-22	13
- CCOC(=O)c1[nH]c(COC(C)=O)cc1C
 : 0.0	1.5	0	10
- Cn1c(=O)c2cc(C(=O)NC3CCN(Cc4ccccc4)CC3)sc2c2ccccc21
 : -0.1	0.2	-17	28
- O=C(Nc1cc2cccc([N+](=O)[O-])c2oc1=O)c1cccc2ccccc12
 : 0.1	1.5	-3	-8
- O=C(Cn1ncc2c(=O)oc3ccccc3c21)N1CCN(C2CCCCC2)CC1
 : -0.1	4.6	4	4
- Cc1ccccc1-n1cc(CNC(=O)CC2C(=O)NCCN2C/C=C/c2ccccc2)cn1 (centres undefined)
 : 0.1	-0.3	3	1
- c1ccc(CNc2c(-c3ccco3)nc3cnccn23)cc1
 : 0.2	0.5	-8	22
- OC(COc1cccc2ccccc12)CN1CCCCC1 (centres undefined)
 : 0.1	-0.9	4	0
- O=[N+]([O-])c1cc(CN2CCN(c3ncccn3)CC2)ccc1Cl
 : 0.2	-1.1	12	15
- O=C(Nc1ccc(Cl)c(Cl)c1)c1ccc(F)c(S(=O)(=O)N2CCc3ccccc3C2)c1
 : 0.0	-0.2	-2	-4

Later entries.
Each structure is followed by: FBW7 act	GPR151 ag	TEAD-YAP inh	MITF inh
- O=C(O)CCNC(=O)COc1ccc(-c2ccccc2)cc1
 : 0.0	1.7	3	2
- Nc1ccc(O)c(-c2nc3ccccc3s2)c1
 : 0.1	-1.2	-37	7
- Cc1cc(=O)n2nc(N3CCCC3C(=O)Nc3cccc(F)c3)sc2n1 (centres undefined)
 : 0.0	1.8	-7	-3
- Clc1cccc(NCc2cn3ccccc3n2)c1
 : 0.0	-1.4	-74	16
- CC1Oc2ccccc2N(CC(=O)N2CCCCC2)C1=O (centres undefined)
 : 1.3	0.7	8	8
- CCNc1nc(NCC)n2c(SC(C)C(=O)c3ccc(C)cc3)nnc2n1 (centres undefined)
 : 0.2	0.9	-5	1
- COc1ccc(CNc2cccc(F)c2)cc1OC
 : -0.1	0.7	12	12
- Cn1ccnc1SCC(=O)NCc1cccc(C(F)(F)F)c1
 : 0.0	1.9	-10	6
- O=C(c1ccccc1)n1nc(NCc2cccs2)nc1NCc1cccs1
 : 0.0	-0.1	2	3
- Cc1cccc(C(=O)Nc2c(C(=O)Nc3cccc4ccccc34)cnn2-c2ccccc2)c1
 : 0.2	0.6	2	15

More structures:
Each structure is followed by: FBW7 act	GPR151 ag	TEAD-YAP inh	MITF inh
- Cn1c(NC(=O)c2ccc(Cl)cc2Cl)cc(=O)n(C)c1=O
 : 0.8	0.7	-14	11
- COC(=O)c1c(NC(=O)c2cc(-c3ccc(Br)cc3)nc3ccccc23)sc(C)c1C
 : 0.1	-0.8	11	13
- COc1ccc(-c2noc(CC(=O)Nc3ccc(OC)c(Cl)c3)n2)cc1
 : 0.0	-0.8	-5	16
- Cc1ccc(C(=O)N/C(=C/c2ccco2)C(=O)NC(C)C)cc1
 : 0.1	-1.2	1	-6
- Cc1cc(C)cc(N=c2ssc3c2-c2cc(C)c(C)cc2NC3(C)C)c1
 : -0.2	0.7	4	-4
- CC(C(=O)Nc1ccc(NC(=O)c2ccco2)cc1)(c1ccccc1)c1ccccc1
 : 0.1	0.8	-1	20
- COc1ccc(N2C(=O)c3ccc(Oc4cccc(N)c4)cc3C2=O)cc1
 : 0.0	0.4	1	11
- COc1ccccc1CC(=O)Nc1cc(C)ccn1
 : -0.2	0.0	-54	0
- O=C1c2ccccc2C(O)N1c1cccnc1 (centres undefined)
 : 0.0	-1.2	2	-21
- CCc1cc2c(SCC(=O)Nc3ccc(Cl)cc3)ncnc2s1
 : 0.0	-0.1	9	-10

(listing goes on)
Each structure is followed by: FBW7 act	GPR151 ag	TEAD-YAP inh	MITF inh
- Cc1ccc(-c2noc(CN3CCN(c4ccccc4)CC3)n2)cc1
 : 0.1	-1.9	8	9
- CCc1ccc(NC(=O)CSc2nnc(CNC(=O)c3ccc(C)cc3)n2CC)cc1
 : -0.1	-0.5	3	-6
- COc1ccc(C(c2nnnn2Cc2ccccc2)N2CCC(C(N)=O)CC2)c(OC)c1 (centres undefined)
 : -0.2	0.5	-33	-6
- CCCCN(CC)C(=O)c1cn(-c2ccc(F)cc2F)c(=O)c2ccccc12
 : 0.4	2.4	7	32
- COc1ccc(NC(=O)NCC2CC(=O)N(c3ccc(C)cc3)C2)cc1OC (centres undefined)
 : 0.1	-0.9	0	5
- O=C1C=C(CSc2nc3[nH]ncc3c(=O)n2-c2ccccc2Cl)NC2C=CC(Br)=CN12 (centres undefined)
 : 0.0	0.2	-4	20
- COc1ccc(-c2nc(CS(=O)CC(=O)NCCC3=CCCCC3)c(C)o2)cc1OC (centres undefined)
 : 0.1	-0.7	-27	-8
- Nc1ncnc2nc(N3CCOCC3)[nH]c12
 : -0.2	3.1	-6	6
- CN/N=C/c1cn(-c2ccccc2)nc1-c1ccc2c(c1)OCCO2
 : -0.1	2.4	-78	-2
- Cc1cc(NC(=O)CSc2nnc(-c3ccncc3)n2Cc2ccco2)no1
 : 0.1	-1.2	2	21

Next part:
Each structure is followed by: FBW7 act	GPR151 ag	TEAD-YAP inh	MITF inh
- CNC(=O)c1ccccc1Nc1cc(Nc2ccc3[nH]c(=O)oc3c2)ncc1C(F)(F)F
 : 0.1	1.3	33*	11
- Cc1ccc(C#N)c(SCC(=O)Nc2ccc(C(=O)O)cc2)n1
 : 0.0	-1.1	-60	4
- Cc1ccc(-n2ncnc2-c2ccccc2C)cc1Cl
 : 0.0	-0.2	-9	3
- CC1CCN(C(=O)c2cc(S(=O)(=O)N3CCc4ccccc43)cn2C)CC1
 : 0.1	0.2	16	5
- CCCC(CCC)C(=O)Nc1ccc2c(c1)Nc1ccccc1CC2
 : -0.1	1.4	0	2
- Cc1sc2nc(CSCC(=O)NC3CC3)[nH]c(=O)c2c1C
 : -0.1	6.1*	-3	-10
- CCCc1nc2cccnc2n1C1CCN(S(=O)(=O)c2ccsc2C(=O)OC)CC1
 : -0.2	-0.8	2	-5
- CC1(C)CC(=O)C2=C(C1)OC(N)=C(C#N)C2C1CC=CCC1 (centres undefined)
 : 0.1	0.1	2	-7
- CN(C)c1ccc(NC(=O)CSc2nc3[nH]ncc3c(=O)n2-c2ccccc2)cc1
 : 0.2	-1.5	14	26
- CCOC(=O)CSc1nnc(CSc2nc(C)cc(C)n2)n1Cc1ccco1
 : 0.4	0.4	8	16

Other structures follow:
Each structure is followed by: FBW7 act	GPR151 ag	TEAD-YAP inh	MITF inh
- C=CCSc1nnc2c(n1)OC(c1ccc(O)c(O)c1)Nc1ccccc1-2 (centres undefined)
 : -0.2	0.6	-38	26
- COc1ccc(N=C2SC(C(=O)Nc3ccccc3OC)CC(=O)N2CCc2ccc(OC)c(OC)c2)cc1 (centres undefined)
 : 0.2	-1.7	4	15
- O=C(CSc1nc2ccc(NC(=O)c3ccc(Cl)cc3Cl)cc2s1)Nc1ccc2c(c1)oc1ccccc12
 : 0.7	-0.7	-4	15
- CCN(CC)C(=O)c1ccc(S(=O)(=O)c2ccc(F)cc2)c([N+](=O)[O-])c1
 : 0.1	0.6	2	-4
- COC(CNC(=O)CCNC(=O)c1ccc2c(c1)OCO2)OC
 : 0.0	1.2	3	4
- CCC(C)(C)C1CCc2c(sc(NC(=O)C3c4ccccc4Oc4ccccc43)c2C(=O)OC)C1 (centres undefined)
 : 0.0	0.8	2	-3
